Bioassay records from PubChem.
GSTO1 counter: blocks human GSTO1 in RBBP9 counter-screen; recombinant GSTO1, activity-based probe fluorescence polarization; AID 1974; inhibition, % at 5.96 µM; 300,000 tested, 1.1% active; P78417;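 active means inhibition above the campaign mean inhibition plus 3 SD, cut at about 35% in these data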;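 further: 0% = GSTO1-1 with DMSO and 100% = wells lacking GSTO1-1 enzyme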
Target sequence (P78417 whole entry, looked up): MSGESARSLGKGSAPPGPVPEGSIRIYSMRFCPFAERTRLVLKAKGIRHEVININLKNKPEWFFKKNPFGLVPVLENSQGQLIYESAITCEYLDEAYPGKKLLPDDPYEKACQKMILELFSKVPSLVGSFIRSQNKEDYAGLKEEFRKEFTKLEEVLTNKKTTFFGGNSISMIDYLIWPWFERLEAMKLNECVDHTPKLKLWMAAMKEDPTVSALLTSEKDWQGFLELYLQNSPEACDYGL
PAFAH2 inh: inhibitors of human PAFAH2; recombinant PAFAH2, FP-rhodamine activity probe, fluorescence polarization; inhibition, % at 3.39 µM; 340,000 tested, 0.99% active;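 active means inhibition above the mean over all tested compounds plus 3 SD, cut at about 30% in these data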;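 further: inhibitors block probe labeling of enzyme so polarization drops; 0% = enzyme with DMSO and 100% = wells lacking PAFAH2 protein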
PAD4 FP inh: blocks human protein arginine deiminase 4; Q9UM07; recombinant PAD4, RCA probe fluorescence polarization; inhibition, % at 6.36 µM; 330,000 tested, 0.41% active;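 active means percent inhibition above a cutoff equal to the mean of all tested compounds plus 3 SD, cut at about 15% in these data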;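 further: 0% = PAD4 with RCA probe and DMSO and 100% = probe without PAD4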
PAFAH1B2 inh: inhibitors of human PAFAH1B2. 340,000 tested, 1.2% active. inhibition, % at 3.39 µM. P68402. recombinant PAFAH1B2, FP-rhodamine activity probe, fluorescence polarization;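 active means inhibition above the mean of all tested compounds plus 3 SD, cut at about 24% in these data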;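 further: 0% = enzyme with DMSO and 100% = wells lacking PAFAH1B2; many of its hits are not listed in these tables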
Target sequence (P68402 whole entry, looked up): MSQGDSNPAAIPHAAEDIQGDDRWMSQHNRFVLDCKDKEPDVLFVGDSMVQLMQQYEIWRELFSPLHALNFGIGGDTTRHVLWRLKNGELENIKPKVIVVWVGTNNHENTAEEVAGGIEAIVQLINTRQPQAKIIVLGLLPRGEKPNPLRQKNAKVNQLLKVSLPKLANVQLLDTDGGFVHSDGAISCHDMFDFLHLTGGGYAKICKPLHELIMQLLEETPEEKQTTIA
pPAFAH inh: pPAFAH (human) enzyme inhibition. Q13093. recombinant pPAFAH, FP-rhodamine probe fluorescence polarization. inhibition, % at 3.39 µM. 330,000 tested, 1.5% active;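 active means inhibition above the mean inhibition across the screen plus 3 SD, cut at about 25% in these data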;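 further: inhibitors block binding of the rhodamine activity-based probe so polarization drops; 0% = enzyme with DMSO and 100% = wells lacking pPAFAH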
LYPLA1 inh: counter-screen for PME1 inhibitors: inhibitors of human LYPLA1; O75608; recombinant LYPLA1, FP-Rh probe fluorescence polarization; inhibition, % at 5.9 µM; 320,000 tested, 0.16% active; AID 2174;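 active means inhibition above the mean of all tested compounds plus 3 SD, set per campaign, cut at about 14% in these data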;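 further: inhibitors block serine hydrolase probe labeling of LYPLA1 so polarization falls; 0% = enzyme with DMSO and 100% = wells lacking LYPLA1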
Target sequence (O75608 whole entry, looked up): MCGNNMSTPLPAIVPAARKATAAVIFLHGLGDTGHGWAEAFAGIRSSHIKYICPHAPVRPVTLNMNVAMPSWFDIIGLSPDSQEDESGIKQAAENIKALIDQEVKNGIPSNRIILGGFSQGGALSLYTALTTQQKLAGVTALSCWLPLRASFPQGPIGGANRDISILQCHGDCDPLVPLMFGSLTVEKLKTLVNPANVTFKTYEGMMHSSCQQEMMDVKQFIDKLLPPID
PREPL inhibitor: inhibits the human prolyl oligopeptidase-like enzyme. Q4J6C6. recombinant PREPL, fluorescence polarization activity-based probe. inhibition, % at 5.96 µM. 320,000 tested, 0.68% active. AID 2751; in the data active means inhibition above about 43%;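 further: 0% = enzyme with DMSO and 100% = wells lacking enzyme; many of its hits are not listed in these tables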
PAFAH1B3 FP inh: inhibitors of human PAFAH1B3; 340,000 tested, 0.28% active; inhibition, % at 3.39 µM; AID 492972; recombinant PAFAH1B3, FP-rhodamine probe, fluorescence polarization; Q15102;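 active means inhibition above the screen-wide average of all tested compounds plus 3 SD, cut at about 25% in these data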;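 further: 0% = enzyme with DMSO only and 100% = wells lacking PAFAH1B3 protein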
Target sequence (Q15102 whole entry, looked up): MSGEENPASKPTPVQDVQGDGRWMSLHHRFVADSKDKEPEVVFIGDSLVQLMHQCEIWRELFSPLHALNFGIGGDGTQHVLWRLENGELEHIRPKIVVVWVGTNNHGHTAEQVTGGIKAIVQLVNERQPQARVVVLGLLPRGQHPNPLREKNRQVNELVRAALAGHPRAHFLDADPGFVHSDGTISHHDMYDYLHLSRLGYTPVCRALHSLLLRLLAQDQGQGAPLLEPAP
LYPLA2 counter: blocks human lysophospholipase 2, a PME1 counter-screen; AID 2177; recombinant LYPLA2, FP-Rh probe fluorescence polarization; 320,000 tested, 0.38% active; inhibition, % at 5.9 µM;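 active means inhibition above the screen-wide mean plus 3 SD, limit set per campaign, cut at about 26% in these data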;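 further: 0% = LYPLA2 with DMSO and 100% = wells lacking LYPLA2 enzyme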
* = called active by the depositor; . = not tested or not shown.

SMILES	PAD4 FP inh	pPAFAH inh	PAFAH1B3 FP inh	PAFAH2 inh	LYPLA2 counter	PREPL inhibitor	GSTO1 counter	PAFAH1B2 inh	LYPLA1 inh
Cc1cccc(OC(C)C(=O)Nc2ccccc2C(=O)N2CCCCC2)c1 (centres undefined)	-1.9	6.5	7.7	3.0	4.0	2.9	-5.9	-1.4	3.4
COc1ccc(OC)c(NC(=O)Nc2cc(C(=O)O)ccc2C)c1	0.5	0.3	1.2	2.0	-2.2	-2.1	-0.1	-1.1	-0.1
CC(NC(=O)c1ccc(F)cc1)c1ccccc1 (centres undefined)	0.6	4.5	1.3	1.6	8.8	6.7	-0.3	3.5	-1.4
CCOC(=O)C1=C(C)NC(=S)NC1/C=C/c1ccccc1 (centres undefined)	-0.7	0.1	3.1	-1.9	-12.8	-16.8	5.5	1.6	-3.0
C=CCOc1cccc(C(=O)N2CCCC(Nc3ccc4c(c3)OCCO4)C2)c1 (centres undefined)	-1.6	6.5	1.9	-2.3	1.0	12.3	2.3	7.1	-0.2
Cc1cccc(OCC(=O)N(Cc2ccc(N(C)C)cc2)C2CCS(=O)(=O)C2)c1 (centres undefined)	2.1	-0.1	2.8	-1.3	1.8	13.7	1.9	0.9	3.1
COCCCNC(=O)c1c(N)n(-c2ccc3c(c2)OCO3)c2nc3ccccc3nc12	-5.8	5.3	-1.9	2.4	-4.9	9.2	23.7	4.2	-0.9
CC(C(=O)Nc1cccc([N+](=O)[O-])c1)n1nnc2ccccc21 (centres undefined)	-5.7	-0.7	-3.0	-8.0	5.8	6.8	1.8	-2.2	1.5
CC(=O)c1cccc(NS(=O)(=O)c2cc(-c3cnc(C4CC4)o3)ccc2C)c1	1.1	3.2	10.0	4.7	5.0	7.1	-0.5	1.9	1.4
O=C(c1ccccc1F)N1CCOCC1	2.9	4.9	1.0	5.6	8.0	12.1	6.9	-1.0	3.0
COc1ccc(C(CNC(=O)c2cc3ccccc3cc2O)N2CCOCC2)cc1 (centres undefined)	4.0	5.3	2.4	-1.2	1.8	28.0	-5.5	-3.1	2.7
CCO[C@H]1OC(C(=O)N2CCOCC2)=C[C@@H](c2coc3ccccc3c2=O)[C@@H]1CCCO	-1.2	-5.1	3.9	-2.4	6.2	-3.8	3.6	-2.0	-0.9
COc1ccc(CCNC(=O)c2ccccc2NS(=O)(=O)c2c(F)cccc2F)cc1	-0.8	-0.2	6.3	-9.5	11.6	-10.3	-46.8	0.8	2.3
Cc1ccc(C(=O)COC(=O)c2cn(-c3ccccc3)nc2-c2ccccc2)cc1[N+](=O)[O-]	-3.0	-2.9	-0.1	-6.6	-6.4	9.9	0.8	-1.2	-1.8
Cc1ccc(-n2nc3ccc(NC(=O)C(C)C)cc3n2)cc1	-0.8	4.1	4.1	-2.6	-4.5	-2.5	0.7	3.2	-5.5
Cn1cc(CN2CCCC(CO)(Cc3ccccc3)C2)c2ccccc21 (centres undefined)	1.6	-1.2	4.0	-2.5	0.9	12.0	1.9	-3.5	4.4
Cc1nn(C)cc1/C=C/C(=O)c1cccs1	-6.2	-0.8	10.2	7.5	-6.7	-6.0	7.1	3.6	-3.1
Cc1cc(N2CCOCC2)n2nc(C)c(-c3ccc(Cl)cc3)c2n1	-2.1	5.5	8.4	-4.4	13.4	-8.2	3.5	0.5	6.8
O=C1Nc2ccccc2/C1=C/c1ccccc1F	1.5	4.4	10.5	6.1	0.7	-4.3	-5.2	4.6	-4.1
COc1ccccc1NC(=O)CCS(=O)(=O)c1ccccc1	-1.5	6.7	7.1	1.6	-0.9	2.2	6.2	4.4	-2.4
CC(C)OC(=O)C(CC(=O)O)NCc1ccccc1 (centres undefined)	-1.7	-1.2	2.2	4.2	-6.3	-10.5	2.4	5.2	2.2
CCCCN1C(=O)/C(=C/C=C2\N(C)c3ccccc3C2(C)C)SC1=S	-41.7	-5.9	.	.	-8.5	-5.0	-30.4	.	-3.5
CCCCC(CC)CNC(=O)CN(C)S(=O)(=O)c1cccc2nsnc12 (centres undefined)	0.6	2.9	8.8	5.8	3.1	-12.2	7.9	24.6*	0.7
CCOC(=O)C1=C(COC(=O)COc2cccc(C)c2C)NC(=O)NC1C (centres undefined)	-1.9	2.4	4.8	4.3	7.5	12.4	.	2.5	-0.4
CCN(CC)C(=O)c1ccccc1NS(C)(=O)=O	1.4	-2.5	3.0	-3.3	-4.9	-1.1	-2.4	3.5	-2.8
CCNC(=O)CC1C(=O)N(CC)C(=S)N1NC(=O)c1ccccc1 (centres undefined)	-0.6	0.8	.	.	2.8	-3.4	2.2	.	1.6
O=C(NCc1ccccc1Cl)c1ccc2c(c1)SC1=NS(=O)(=O)CCN12	-1.9	-6.8	13.4	-1.8	-2.4	6.4	-3.1	0.1	-2.5
COc1ccccc1NS(=O)(=O)c1cc(C)ccc1C	-6.8	6.3	5.0	-0.3	8.2	-9.3	-2.2	1.4	5.0
COC(=O)CSc1cc(C)nc2ccc(OC)cc12	2.9	4.2	5.0	-4.3	3.2	-5.1	21.7	-0.4	5.4
COc1cc(CNCCN2CCOCC2)ccc1OCC(=O)NC(C)(C)C	-1.4	-1.5	7.9	9.6	3.9	11.8	-3.3	0.1	7.9
COc1ccccc1/C=C(/CC(=O)NCc1ccccc1)c1nc2ccccc2s1	-19.3	9.9	-1.6	-4.0	-8.2	-4.2	0.4	-2.7	-5.4
COc1cc(CC(=O)OCC(=O)N2CCCCC2)cc(OC)c1OC	4.3	1.4	2.4	6.4	-2.1	9.4	-10.1	1.3	-0.4
CCc1ccccc1-n1ncc(C(=O)Nc2ccccc2OC)c1C	-2.7	5.8	7.8	-4.8	-2.0	0.6	0.7	-1.9	-3.5
CCCCOc1ccc(C(=O)N2CCNC(=O)C2)cc1	2.3	0.8	5.9	7.8	3.8	0.1	2.7	2.1	3.0
Cc1occc1-c1nnc(SCc2nc3ccccc3c(=O)n2CC#N)n1C	1.4	8.1	5.0	-4.4	-3.4	43.2*	15.1	6.2	-2.8
COc1ccccc1-n1c(-c2cccnc2)n[nH]c1=S	3.6	5.1	-3.5	6.6	5.4	3.1	-7.8	1.7	-2.3
COC(=O)Nc1nc2ccc(C(=O)c3ccc(F)cc3)cc2[nH]1	-1.9	-5.6	.	.	0.8	-2.5	-2.2	.	-2.5
COc1ccc(S(=O)(=O)N(C)C)cc1NCC(=O)Nc1ccc(Br)cc1F	-1.1	9.3	5.3	-6.6	7.9	-6.5	3.4	0.2	3.3
O=C(CN1C(=O)S/C(=C/c2cccn2-c2ccc(O)cc2)C1=O)N1CCCC1	1.3	2.7	9.8	0.3	-1.3	7.8	7.9	17.0	-1.6
CC1(C)Nc2ccc(O)cc2-c2c1ssc2=S	41.1*	26.2*	7.3	9.5	4.2	14.6	63.0*	2.9	1.3
CCCC(C)NC(=O)Cc1ccc(Br)cc1 (centres undefined)	-10.2	-3.8	3.4	-6.0	7.0	10.7	-3.9	0.7	3.6
O=C(COC(=O)CC(c1ccccc1)c1ccccc1)NCc1ccc(Cl)cc1	-1.9	2.9	-0.3	8.6	19.6	-12.2	-0.1	5.1	-2.7
CC(=O)Nc1ccc(C(=O)N/C(=C/c2ccccc2)C(=O)N2CCCCC2)cc1	-0.4	6.1	4.6	6.3	0.4	0.0	-1.4	3.1	1.9
Cc1ccc(N(CC(=O)NCc2ccccc2)C(=O)c2csnn2)cc1	0.1	4.8	3.9	7.3	2.5	1.4	5.8	-2.9	1.8
O=C(CNc1ccccc1)N/N=C/c1cc([N+](=O)[O-])ccc1N1CCCC1	2.9	2.4	0.2	6.8	-2.7	23.7	13.4	-1.5	-6.7
Cc1cccc(N2CCN(C(=O)c3ccc4c(c3)NC(=O)C(CSCc3ccc(F)cc3)N4)CC2C)c1 (centres undefined)	-29.4	17.9	.	.	-9.8	17.9	-18.3	.	-7.7
O=C(NCCc1c[nH]c2ccccc12)C1CCC(=O)N(CCc2cccc(F)c2)C1 (centres undefined)	-3.7	2.0	7.6	7.0	4.2	1.7	6.1	5.2	2.2
CC(C)Sc1nc(C(F)(F)F)cc(=O)n1-c1ccccc1	-2.0	6.7	5.0	6.6	9.0	4.2	4.3	1.3	1.3
C=CCN1C(=O)OC2(CCCCC2)C1(C)O (centres undefined)	5.8	0.2	-2.8	8.2	5.6	2.9	-2.5	-1.6	1.7
O=S(=O)(Nc1ccccn1)c1ccc(Cl)cc1	-3.4	-3.5	6.7	-2.0	-2.4	7.2	-7.1	6.5	-2.5
O=C(O)c1ccccc1Nc1ccc(OC(F)F)cc1	-6.7	8.8	12.6	0.4	11.8	6.1	1.8	2.7	1.8
N#Cc1ccc(NC(=O)C2=COCCO2)cc1	1.1	0.7	0.4	-6.6	4.2	0.3	.	5.0	2.9
C=CCC(=O)N1CCC(n2nccc2NC(=O)CCOc2ccccc2)CC1	-2.0	-2.3	-3.2	-9.6	-4.7	4.7	2.2	4.6	2.7
CCn1c2ccccc2c2cc(NC(=O)CNCc3ccccc3OC)ccc21	-3.8	13.6	2.8	3.0	0.6	27.8	9.7	4.5	-1.1
C/C(=N\Nc1nc(N2CCOCC2)nc(N2CCOCC2)n1)c1cccs1	-0.3	1.3	7.6	-3.9	-0.8	10.2	-0.2	4.0	0.2
CN1CCN(CCC(=O)N2c3ccccc3Sc3ccc(Cl)cc32)CC1	-2.2	3.2	0.4	-2.3	-1.6	-12.2	0.9	4.5	-1.8
O=C(Cn1c(O)c(/C=C2\C=Nc3ccccc32)sc1=O)N1CCOCC1	-3.7	4.5	1.2	-2.6	14.2	-54.4	-8.2	3.7	6.9
C=CCNC(=O)c1cccn1-c1ccsc1C(=O)OC	-6.0	1.8	4.3	-2.3	-0.9	18.1	2.1	-1.6	0.2
COc1cc(C)c(S(=O)(=O)N2CCN(C)CC2)cc1C	1.3	5.2	-3.1	3.9	4.8	-1.4	0.6	-10.6	4.5
COC(=O)C1CCN(C(=O)COC(=O)c2oc3ccccc3c2C)CC1	-3.5	4.3	3.0	0.1	-2.3	6.0	-0.7	-1.5	-1.7

New compounds follow
SMILES	PAD4 FP inh	pPAFAH inh	PAFAH1B3 FP inh	PAFAH2 inh	LYPLA2 counter	PREPL inhibitor	GSTO1 counter	PAFAH1B2 inh	LYPLA1 inh
COc1ccc(C(O)P(=O)(OCC(C)C)c2ccc(N(C)C)cc2)c(OC)c1 (centres undefined)	-0.1	3.8	0.9	2.2	4.0	5.0	2.1	0.4	-0.4
CC(C)[C@H](NC(=O)c1ccccc1Cl)C(=O)Nc1nc(-c2ccccn2)cs1	-1.2	5.0	12.0	1.4	5.4	-4.5	15.8	1.7	1.7
CCN(C[C@H]1N[C@@](Cc2ccccc2)(C(=O)OC)[C@H]2C(=O)N(Cc3ccccc3)C(=O)[C@@H]12)C(=O)c1ccccc1	-0.2	-2.4	9.4	11.7	.	23.3	.	3.2	.
Cc1ccc(C2=NS(=O)(=O)N(C)C(C(=O)N3CCOCC3)=C2)cc1	0.1	6.8	-2.5	-8.5	2.2	-1.1	0.2	3.3	2.7
C=C(C)CC1N(c2cccc(OC)c2)C(=O)C2C(C(=O)O)C3C=CC21O3 (centres undefined)	4.6	-2.0	7.6	2.4	-5.7	-3.4	5.2	8.9	1.6

These rows are one share of the data (hit frequency here may not be typical).
